aSyn rescue = qHTS of alpha-syn Inhibitors; Yeast expressing alpha-synuclein, growth rescue, BacTiter-Glo, 24 h; Potency, µM (highest dose often 46.1 µM), for inactives: at the top dose growth rescue (activation), hits mostly activators; 0.14% of 370,000 active; note: potency is the fitted concentration of half-maximal effect; % of control where 0% means no effect; nearly all actives have a fitted effect of over 65% in size
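Readout is rescue of growth in alpha-synuclein-expressing yeast, so inhibitors of toxicity appear as activators. Growth after 24 hr at 30 deg C in galactose medium is quantified by luminescence.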
FUS suppressor = qHTS for Suppressors of FUS Proteinopathy: Primary screen using FUS-linked yeast assay | Potency, µM (top dose mostly 76.6 µM), without a hit: at the top dose growth rescue (activation), most hits filed as activators | S. cerevisiae FUS-expressing, growth rescue, OD600, 24 h | 0.24% of 390,000 active;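 note: potency is the fitted concentration of half-maximal effect; plate controls were DMSO vehicle for no effect and reference control for full effect; nearly all actives have a fitted effect of over 55% in size; some results filed as inactive show a strong effect at the top dose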
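Yeast FUS proteinopathy model; galactose-induced FUS (2%), starting OD 0.005. Cpds in dilution series, 24hr, 30C, 99% humidity. Abs 600 nm growth. Pos ctrl CP55940 (top 92uM final); neg ctrl DMSO.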
Abeta yeast res = qHTS for compounds that reverse cellular toxicity of Amyloid beta (A-beta) peptide in yeast: Primary Screen. yeast expressing A-beta42, growth rescue, OD600, 48 h; response scale: 0% DMSO, 100% iron-clioquinol control. 0.063% of 410,000 active. Potency, µM (highest dose often 46.1 µM), for inactives: at the highest dose growth rescue, usual class: activators; note: potency is the fitted concentration of half-maximal effect; nearly all actives have a fitted effect of over 55% in size
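Growth rescue measured by 600 nm absorbance after 48 h yeast culture at 30 C with compound. Values normalized between DMSO and an equimolar ferric chloride plus clioquinol control.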
GLP-1R inv ag = qHTS of GLP-1 Receptor Inverse Agonists (Inhibition Mode). HEK293 GLP-1R CRE-luciferase, luminescence, 24 h; GLP-1R form is constitutively active. Potency, µM (doses to about 38.3 µM), for the others: at the highest dose activity change, negative = inhibition, hits mostly inhibitors. 1.6% of 410,000 active; note: potency is the fitted concentration of half-maximal effect; % is set by controls: 0 for no effect and ±100 for the full control effect; nearly all actives have a fitted effect of over 55% in size
Target sequence (P43220 whole entry, looked up): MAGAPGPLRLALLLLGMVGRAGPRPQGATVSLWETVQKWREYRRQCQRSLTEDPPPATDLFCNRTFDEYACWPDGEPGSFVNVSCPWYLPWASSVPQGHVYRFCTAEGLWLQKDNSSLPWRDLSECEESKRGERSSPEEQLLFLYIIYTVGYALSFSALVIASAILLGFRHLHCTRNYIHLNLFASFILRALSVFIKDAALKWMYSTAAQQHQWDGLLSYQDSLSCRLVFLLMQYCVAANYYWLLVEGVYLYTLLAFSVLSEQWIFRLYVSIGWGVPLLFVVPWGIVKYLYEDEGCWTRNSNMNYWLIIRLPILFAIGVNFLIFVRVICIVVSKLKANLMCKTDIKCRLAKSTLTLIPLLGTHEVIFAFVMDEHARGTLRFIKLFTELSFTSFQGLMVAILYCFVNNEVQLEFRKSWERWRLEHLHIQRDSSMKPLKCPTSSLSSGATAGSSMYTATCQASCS
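Seeding at 200 cells/uL, 12 h culture, 24 hr compound treatment, then luciferase reagent and a luminescence read; cells are HEK293 stably expressing a constitutively active GLP-1R plus cAMP-responsive luciferase.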
TDP-43 yeast inh = qHTS of TDP-43 Inhibitors; Potency, µM (series often up to 46.1 µM), inactives show at the top dose growth rescue (activation), hits mostly activators; 1.8% of 410,000 active; AID 652104, 2013; TDP-43 expressing yeast growth rescue, BacTiter-Glo, 24 h; note: potency is the fitted concentration of half-maximal effect; % of control where 0% means no effect; nearly all actives have a fitted effect of over 50% in size
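Readout is BacTiter-Glo luminescence of cell growth, so inhibitors register as activators. TDP-43-expressing yeast at OD600=0.02 in galactose medium, after raffinose pregrowth to mid-log, were incubated with compound for 24 hr at 30 deg C.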
Mm-Cpn inhibitor = Inhibitors of TCP-1 ring complex (TRiC) of Methanococcus maripaludis (MmCpn): qHTS; Chaperonin Mm-Cpn (Methanococcus maripaludis); purified Mm-Cpn ATPase, ADP Transcreener TR-FRET; Potency, µM (top dose mostly 76.9 µM), without a hit: top-dose activity, negative = inhibition, most hits filed as inhibitors; 0.031% of 330,000 active; AID 504842, 2011; note: potency is the fitted concentration of half-maximal effect; % is set by controls: 0 for no effect and ±100 for the full control effect; nearly all actives have a fitted effect of over 80% in size
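Purified archaeal chaperonin (25 nM final) was preincubated with compound for 10 min at 37°C, then ATP (10 uM final) was added for 30 min at 37°C in Tris pH 7.4/KCl/MgCl2/DTT buffer. ADP was quantified by HTRF Transcreener TR-FRET.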
PTHR1 agonist = qHTS for PTHR1 Agonists: Primary Screen; 0.075% of 410,000 active; HEK293 GP2 PTHR1 cells, GloSensor cAMP luminescence, 1 h; Parathyroid hormone/parathyroid hormone-related peptide receptor (Homo sapiens), Q03431; AID 743266, 2014; Potency, µM (top dose mostly 115 µM), for inactives: top-dose activation, actives largely listed as activators; note: potency is the fitted concentration of half-maximal effect; nearly all actives have a fitted effect of over 55% in size; some results filed as inactive show a strong effect at the top dose; inactives centre near -15; many of its hits are not listed in these tables
Target sequence (Q03431 whole entry, looked up): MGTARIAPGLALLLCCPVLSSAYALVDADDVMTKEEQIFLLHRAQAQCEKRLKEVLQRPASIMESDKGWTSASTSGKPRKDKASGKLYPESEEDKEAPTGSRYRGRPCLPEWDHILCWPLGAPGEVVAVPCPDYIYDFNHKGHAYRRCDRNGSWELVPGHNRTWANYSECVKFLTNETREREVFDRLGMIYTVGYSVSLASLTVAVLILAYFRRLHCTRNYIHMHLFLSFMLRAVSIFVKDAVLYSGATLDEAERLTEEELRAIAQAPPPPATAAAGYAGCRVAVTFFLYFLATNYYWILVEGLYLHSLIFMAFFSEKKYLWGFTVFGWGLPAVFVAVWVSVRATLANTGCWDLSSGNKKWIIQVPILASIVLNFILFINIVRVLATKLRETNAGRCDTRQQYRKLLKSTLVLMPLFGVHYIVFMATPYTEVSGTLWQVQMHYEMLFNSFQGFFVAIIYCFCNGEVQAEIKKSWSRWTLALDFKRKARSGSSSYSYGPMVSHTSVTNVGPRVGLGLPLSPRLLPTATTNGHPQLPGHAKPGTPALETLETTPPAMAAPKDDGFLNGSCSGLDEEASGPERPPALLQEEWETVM
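HEK-293-derived GP2 cells expressing PTHR1 and a GloSensor cAMP reporter, 3,000/well, plated overnight, given luciferin plus IBMX (each 0.5 mM as added) for 1 h at 37 °C, then compound for 1 h at 37 °C. Luminescence was read after 15 min at room temperature.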
Akt phos inh = HTS Assay for Inhibitors of Akt Phophorylation: Primary Screen | AID 651550, 2012 | activity change, % for hits at 50 µM | 0.32% of 360,000 active | Neuro2A IGF-stimulated pAkt S473 HTRF, 20 min; hits give low values; in the data active = activity change below about -80%; inconclusive = mostly about -51% to -80%; note: % is set by controls: 0 for no effect and ±100 for the full control effect
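Neuro2A cells (4,500/well, DMEM with 0.5% FBS) were treated with compound at a single 50 µM final concentration, stimulated with 6 nM IGF for 20 min at 37 °C, and lysed. Phospho-Akt Ser473 was read by HTRF as 665/615 ratio ×10^4.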
GLP1R cytotox = qHTS of GLP-1 Receptor Inverse Agonists: Cytotox Screen | AID 624418, 2012 | HEK293 cAMP-luciferase reporter cells, luminescence, 24 h | Potency, µM (top dose mostly 38.3 µM), inactives show at the highest dose activity change, negative = inhibition, usual class: inhibitors | 0.13% of 410,000 active;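 note: loss of luciferase light is scored as toxicity; potency is the fitted concentration of half-maximal effect; % is set by controls: 0 for no effect and ±100 for the full control effect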
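Compound-treated cells are incubated 24 hr at 37 deg C under 5% CO2 after a 12 hour attachment period, then luciferase detection reagent is added and luminescence is measured following 12 min at room temperature; lowered signal indicates toxicity.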
The depositor's hits bear a star; [ ] = dose if it differs, or a comment. Unless noted, calls come from the whole dose curve; as a rule, active = well fitted curve in the direction sought with a large enough effect; inconclusive = small, poorly fitted or top-dose-only effect, or another doubt; inactive = no such curve, though single readings can be large; an effect the other way counts as inactive or inconclusive. These rows are one share of the data; rates above refer to the full screens.

Screening COc1ccc(-c2cc(C(=O)OCC(=O)NC3CC3)c3ccccc3n2)cc1 returned aSyn rescue 0%, FUS suppressor inconclusive, Abeta yeast res -27%, GLP-1R inv ag -20%, TDP-43 yeast inh 18%, Mm-Cpn inhibitor -5%, PTHR1 agonist -16%, Akt phos inh inactive and GLP1R cytotox -3%.
For O=S(=O)(NC1CCCCC1Oc1ccccc1)c1ccccc1 (configuration not stated) the results were aSyn rescue 13%, Abeta yeast res inconclusive, GLP-1R inv ag inconclusive, TDP-43 yeast inh 23%, Mm-Cpn inhibitor 1%, PTHR1 agonist -23%, Akt phos inh inactive and GLP1R cytotox 8%.
Cc1c(-c2ccccc2)c(=O)oc2ccc(O)cc12 was read as aSyn rescue -4%, FUS suppressor -7%, GLP-1R inv ag 13%, TDP-43 yeast inh 16%, Mm-Cpn inhibitor -1%, PTHR1 agonist inactive, Akt phos inh inactive and GLP1R cytotox 8%.
`COc1ccc2cc(C(=O)C3CCCN(C(=O)c4cccnc4)C3)ccc2c1` (configuration not stated) gave aSyn rescue 6%, FUS suppressor 20%, Abeta yeast res -4%, GLP-1R inv ag -12%, TDP-43 yeast inh 16%, Mm-Cpn inhibitor -7%, PTHR1 agonist -12%, Akt phos inh inactive and GLP1R cytotox -8%.
For CCC(C)(C)NC(=O)C(c1ccc(C)o1)N(Cc1cccs1)C(=O)Cn1nnc2ccccc21 (configuration not stated) the results were aSyn rescue 1%, FUS suppressor -3%, Abeta yeast res -3%, GLP-1R inv ag -14%, TDP-43 yeast inh -4%, Mm-Cpn inhibitor -1%, PTHR1 agonist -12%[57.5 µM], Akt phos inh inactive and GLP1R cytotox -17%.
For Cc1ccccc1CN1C(=O)c2ccccc2C1c1nnnn1-c1ccc2c(c1)OCCO2 (configuration not stated) the results were aSyn rescue 1%, FUS suppressor 23%, Abeta yeast res 18%, GLP-1R inv ag inconclusive, TDP-43 yeast inh inconclusive, PTHR1 agonist -7%, Akt phos inh inactive and GLP1R cytotox -22%.
For CN1CCN(c2ccc(S(=O)(=O)N3CCCCC3)cc2NC(=O)CSCc2ccccc2)CC1 the results were aSyn rescue -1%, FUS suppressor -4%, Abeta yeast res 13%, GLP-1R inv ag inconclusive, TDP-43 yeast inh -5%, Mm-Cpn inhibitor 3%, PTHR1 agonist inactive, Akt phos inh inactive and GLP1R cytotox -25%.
Screening O=C(O)c1ccc(N=NN2CCCC2)cc1 returned aSyn rescue -1%, FUS suppressor -21%, Abeta yeast res 5%, GLP-1R inv ag 6%, TDP-43 yeast inh -7%, Mm-Cpn inhibitor 1%, PTHR1 agonist -7%, Akt phos inh inactive and GLP1R cytotox -10%.
`CCOc1ccc(N(CC(=O)N2CCCC2)S(=O)(=O)c2ccc(F)cc2)cc1` gave aSyn rescue 3%, Abeta yeast res 3%, GLP-1R inv ag 8%, TDP-43 yeast inh 17%, Mm-Cpn inhibitor inconclusive, PTHR1 agonist inactive, Akt phos inh inactive and GLP1R cytotox -4%.
CCOc1ccccc1NC(=O)CSc1cc(=O)n(CC)c2ccccc12 was read as FUS suppressor 39%, Abeta yeast res -7%, GLP-1R inv ag 1%, TDP-43 yeast inh inconclusive, PTHR1 agonist inactive and GLP1R cytotox -24%.
For CCCNC(=O)c1cc2nc(-c3ccccc3)cc(C(F)(F)F)n2n1 the results were aSyn rescue 0%, FUS suppressor 5%, Abeta yeast res -2%, GLP-1R inv ag 0%, TDP-43 yeast inh -15%, Mm-Cpn inhibitor -3%, PTHR1 agonist inactive, Akt phos inh inactive and GLP1R cytotox -6%.
Screening O=C(CCC1CCCCC1)NCCS(=O)(=O)N1CCN(c2ccccc2)CC1 returned aSyn rescue -5%, FUS suppressor 24%, Abeta yeast res 0%, GLP-1R inv ag inconclusive, TDP-43 yeast inh -5%, Mm-Cpn inhibitor -3%, PTHR1 agonist inactive, Akt phos inh inactive and GLP1R cytotox 3%.
`CC(=O)N1CCC(N(Cc2ccc(C)o2)C(=O)Nc2ccccc2F)CC1` gave FUS suppressor 4%, Abeta yeast res 1%, GLP-1R inv ag 0%, TDP-43 yeast inh 7%, PTHR1 agonist inactive and GLP1R cytotox 0%.
Nc1ncnc2c1CCC2 was read as aSyn rescue 1%, FUS suppressor 16%, Abeta yeast res 0%, GLP-1R inv ag 4%, TDP-43 yeast inh -8%, Mm-Cpn inhibitor -2%, PTHR1 agonist inconclusive, Akt phos inh inactive and GLP1R cytotox 3%.
`COC(=O)CN1C(=O)C(C)(C)c2cc(S(=O)(=O)Nc3ccc(Br)cc3F)ccc21` gave FUS suppressor 30%, Abeta yeast res -4%, GLP-1R inv ag 10%, TDP-43 yeast inh 9%, PTHR1 agonist 0% and GLP1R cytotox 11%.
Screening CC(C)C12CN(C(=O)c3ccccc3[N+](=O)[O-])CC(C(C)C)(CN(C(=O)c3ccccc3[N+](=O)[O-])C1)C2=O returned aSyn rescue 10%, FUS suppressor 5%, Abeta yeast res 21%, GLP-1R inv ag -21%, TDP-43 yeast inh 8%, Mm-Cpn inhibitor 1%, PTHR1 agonist inactive, Akt phos inh inactive and GLP1R cytotox -25%.
CSc1ncccc1C(=O)OCC(=O)Nc1cccc(S(=O)(=O)N2CCOCC2)c1 was read as aSyn rescue 6%, FUS suppressor 13%, Abeta yeast res 16%, GLP-1R inv ag 0%, TDP-43 yeast inh -12%, Mm-Cpn inhibitor 0%, PTHR1 agonist -8%, Akt phos inh inactive and GLP1R cytotox 6%.
`CC(C)(C)NCC(O)COc1ccccc1C(C)(C)C` (configuration not stated) gave aSyn rescue 7%, FUS suppressor -4%, Abeta yeast res 10%, GLP-1R inv ag 7.9µM*, TDP-43 yeast inh -16%, Mm-Cpn inhibitor 1%, PTHR1 agonist inactive, Akt phos inh inactive and GLP1R cytotox -6%.
`CC(=O)c1c(COC(=O)c2ccc(F)cc2)nc2ccccc2[n+]1[O-]` gave aSyn rescue -5%, FUS suppressor -8%, Abeta yeast res -5%, GLP-1R inv ag 17%, TDP-43 yeast inh inconclusive, Mm-Cpn inhibitor 2%, PTHR1 agonist -16%, Akt phos inh inactive and GLP1R cytotox 31%[activator].
Screening COc1ccccc1NC(=O)N1CCN(c2cccc(C(F)(F)F)c2)CC1 returned aSyn rescue -7%, FUS suppressor 38%, Abeta yeast res -14%, GLP-1R inv ag inconclusive, TDP-43 yeast inh inconclusive, Mm-Cpn inhibitor -1%, PTHR1 agonist -6%[57.5 µM], Akt phos inh inactive and GLP1R cytotox -4%.
O=C(Nc1cc2c3c(c1)C1CCCC1CN3CC1CCCC21)c1ccccc1 (configuration not stated) was read as aSyn rescue -1%, FUS suppressor inconclusive, Abeta yeast res -18%, GLP-1R inv ag 0%, TDP-43 yeast inh 13%, Mm-Cpn inhibitor 2%, PTHR1 agonist -31%, Akt phos inh inactive and GLP1R cytotox -27%.
`COc1ccccc1/C=C/C(=O)NCCC1=CCCCC1` gave aSyn rescue 1%, FUS suppressor 6%, Abeta yeast res -5%, GLP-1R inv ag inconclusive, TDP-43 yeast inh 20%, Mm-Cpn inhibitor 0%, PTHR1 agonist -6%, Akt phos inh inactive and GLP1R cytotox -3%.
`C/C(=N\NC(=O)c1cccc(S(=O)(=O)N2CCCC2)c1)c1ccncc1` gave aSyn rescue 4%, FUS suppressor 0%, Abeta yeast res -8%, GLP-1R inv ag -11%, TDP-43 yeast inh 15%, Mm-Cpn inhibitor 1%, PTHR1 agonist inactive, Akt phos inh inactive and GLP1R cytotox -14%.
For N#C/C(=C(/O)c1ccccc1F)c1nc2cc(C(F)(F)F)ccc2s1 the results were aSyn rescue -9%, FUS suppressor 0%, Abeta yeast res -22%, GLP-1R inv ag inconclusive, TDP-43 yeast inh -9%, Mm-Cpn inhibitor -6%, PTHR1 agonist -49%[inhibitor], Akt phos inh inactive and GLP1R cytotox -18%.
Screening COc1ccc(-n2nc(C(=O)NCCCN3CCCC3=O)c3c4ccccc4n(C)c3c2=O)cc1Cl returned aSyn rescue -3%, FUS suppressor -18%, GLP-1R inv ag 19%, TDP-43 yeast inh 0%, Mm-Cpn inhibitor 2%, PTHR1 agonist -3%, Akt phos inh inactive and GLP1R cytotox 2%.
Screening CCOC(=O)C1CCN(C(=O)CSc2nc3ncccc3[nH]2)CC1 returned aSyn rescue 5%, FUS suppressor -2%, Abeta yeast res 7%, GLP-1R inv ag 0%, TDP-43 yeast inh 19%, Mm-Cpn inhibitor 1%, PTHR1 agonist inactive, Akt phos inh inactive and GLP1R cytotox -28%.
O=C1c2ccccc2C(O)(c2ccccc2)N1C1CC1 (configuration not stated) was read as aSyn rescue 0%, FUS suppressor 14%, Abeta yeast res 20%, GLP-1R inv ag 14%, TDP-43 yeast inh 1%, Mm-Cpn inhibitor 1%, PTHR1 agonist inactive, Akt phos inh inactive and GLP1R cytotox -6%.

Screening data as filed in PubChem.
